# Screens: PubChem BioAssay, several laboratories
# M. tuberculosis GlmU: inhibition of mycobacterial GlmU enzyme – biochemical, glucosamine-1-phosphate acetyltransferase (AID 1376). 220,000 compounds, 0.25% hits. one-dose inhibition, %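 (tested at 30 µM in the primary screen)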; IC50 in µM for titrated hits. M. tuberculosis GlmU acetyltransferase enzyme assay; higher % means a stronger effect; in the data active = inhibition above about 13%;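 also: 0% = complete reaction with vehicle and 100% = reaction without substrate; strong numbers were not always called active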
# Mtb RmlCD inh: inhibitors of Mycobacterium tuberculosis RmlC and RmlD coupled enzymes. P9WH09+P9WH11. RmlC+RmlD coupled enzyme assay, percent inhibition; primary screen in compound mixtures. inhibition, % at 3.6 µM. 160,000 compounds, 0.03% hits; in the data active = inhibition mostly above about 34%, no sharp cut-off; also: some results filed as inactive read as strong as hits
# Target sequence (P9WH09 whole entry, looked up): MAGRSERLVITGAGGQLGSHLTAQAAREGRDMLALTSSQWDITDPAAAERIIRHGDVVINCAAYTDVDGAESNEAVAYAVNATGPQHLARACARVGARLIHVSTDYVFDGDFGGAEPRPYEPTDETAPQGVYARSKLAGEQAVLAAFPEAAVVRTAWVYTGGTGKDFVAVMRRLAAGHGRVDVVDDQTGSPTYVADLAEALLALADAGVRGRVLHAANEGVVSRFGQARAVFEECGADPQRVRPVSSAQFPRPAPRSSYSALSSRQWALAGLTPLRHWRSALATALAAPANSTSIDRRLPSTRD
# Target sequence (P9WH11 whole entry, looked up): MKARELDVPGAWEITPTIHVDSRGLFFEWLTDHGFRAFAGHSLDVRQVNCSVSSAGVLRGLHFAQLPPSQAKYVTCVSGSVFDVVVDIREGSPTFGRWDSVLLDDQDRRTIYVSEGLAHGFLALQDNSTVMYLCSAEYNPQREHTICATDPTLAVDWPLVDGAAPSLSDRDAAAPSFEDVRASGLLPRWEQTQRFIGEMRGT
# * marks the source's active call; other numbers are inactive results; x = not tested or not shown. The list is partial; count on the stated rates, not on these rows.
structure	M. tuberculosis GlmU	Mtb RmlCD inh
COc1ccc(Br)c(C(=O)Nc2ccc(F)cc2)c1	0.6%	5
CCOC(=O)CNC(=S)N(Cc1ccc(C)cc1)Cc1ccc(C)o1	4.5%	-9
CC(C)(c1ccccc1)c1ccc(OCCCN2CCNCC2)cc1	-7.0%	-12
Cc1cccc(OCc2nnc(SC(C)C(=O)O)n2Cc2ccccc2)c1 (stereo unspecified)	7.5%	-9
O=C(CCNS(=O)(=O)c1ccc(Br)cc1)NC1CCCCC1	-4.3%	9
COc1ccc(Br)cc1CN1CCCCCCC1	-6.3%	x
Cc1ccccc1CC(=O)N1CCCC(CCC(=O)N2CCN(c3ccccn3)CC2)C1 (stereo unspecified)	-4.2%	x
COc1cc(OC)c(C(=O)OCC(=O)c2cc(C)n(CC3CCCO3)c2C)cc1OC (stereo unspecified)	1.9%	7
CSC1=NP(=S)(SC)N2CCCC2=C1C#N (stereo unspecified)	-1.1%	x
CCOC(=O)c1c(C)nc2sccn12	3.5%	-7
Cc1cc(NC(=O)c2ccc(Cl)cc2)no1	-2.9%	11
CC(C)(C)C1CCc2sc(-c3nnc(CCl)o3)cc2C1 (stereo unspecified)	-3.7%	-10
O=C(CCN1CCN(c2ccccc2)CC1)Nc1nccs1	-1.9%	x
CC(C)CCNC(=O)C(CC(C)C)N(Cc1ccc2c(c1)OCO2)C(=O)c1snc(C(N)=O)c1N (stereo unspecified)	-3.7%	-12
O=C(NCCc1ccccn1)C1CC(=O)N(Cc2ccccc2Cl)C1 (stereo unspecified)	9.2%	x
Fc1ccc(-n2c(Cc3ccccc3)nnc2SCc2nc(-c3ccc(Cl)cc3)no2)cc1	-0.8%	-5
CCOC(=O)CNC(=O)c1ccccc1	-3.3%	32
CC1CCCN(C(=O)CSc2nnc(-c3ccc(S(=O)(=O)N4CCOCC4)cc3)n2C)C1 (stereo unspecified)	10%	x
Cc1cc(C)c2nc(N3CCCC(C(=O)N4CCN(c5ncccn5)CC4)C3)sc2c1 (stereo unspecified)	-1.9%	x
O=c1[nH]c2cc3c(cc2cc1CN(Cc1ccco1)C(=S)NCC1CCCO1)OCCO3 (stereo unspecified)	-4.3%	-4
O=C(CSc1nnc(CN2CCCCC2)n1-c1ccccc1)c1ccc2c(c1)OCO2	-4.4%	-5
C/C(=C\c1ccccc1)CN1CCN(c2ccccc2)CC1	2.6%	x
Cc1nc(/C=[N+](\[O-])C(C)(C)/C=N/O)n(O)c1C	-6.4%	x
COc1ccc(C2Nc3ccccc3C(=O)N2c2ccccc2)cc1Cn1cc([N+](=O)[O-])cn1 (stereo unspecified)	1.7%	-10
COc1ccc(OC)c(/C=N/NC(=O)CSc2cc(C)nc3c(OC)cccc23)c1	1.9%	-8
Cc1nn(C)cc1/C=N/NC(=O)Cn1nccc1C	-1.3%	-1
CCC/C=C1/CCCOC(C(=O)NCc2ccccn2)(C(F)(F)F)C1 (stereo unspecified)	0.3%	x
CC(O)CNCCCOc1cccc(C(F)(F)F)c1 (stereo unspecified)	0.6%	-7
Cn1cc(C(CC(=O)O)C(=O)O)c2ccccc21 (stereo unspecified)	1.4%	6
CCn1c(CNc2ccc(Cl)cc2)nnc1SCC#N	2.0%	8
COC(=O)Nc1ccc(C)c2nsnc12	x	8
COc1ccc(/C=N/NC(=O)c2cccnc2)cc1CSc1nc2ccccc2s1	-3.0%	-1
O=C1CCCN2N=C(SCC(=O)N3N=C(c4ccc(Br)cc4)CC3c3ccc(F)cc3)SC2=N1 (stereo unspecified)	-2.6%	-12
COc1ccc(C(=O)Cc2ccccc2)cc1OC	-3.0%	-9
O=C(Cc1cccs1)N(c1ccc(Br)cc1)C1C=CS(=O)(=O)C1 (stereo unspecified)	2.2%	-12
CCSc1nc(-c2ccco2)ccc1C#N	-3.6%	-2
O=C(/C(=N/N=C/c1ccc(O)c(O)c1)c1ccccc1)c1ccccc1	7.2%	25
O=C(N/N=C\c1ccccc1)c1sccc1-n1cccc1	-2.2%	12
CC1C/C(=N\NC(=O)c2cccnc2)CC(C)(C)C1 (stereo unspecified)	2.5%	4
N#CC1=C(N)Oc2cc(O)ccc2C1c1ccc2c(c1)OCO2 (stereo unspecified)	-0.3%	x
COc1ccc(NC(=O)CSc2ncnc3c2nnn3-c2ccc(F)cc2)c(OC)c1	-6.2%	-5
COc1cc(NC(=O)c2ccc3c(=O)n(Cc4ccco4)c(=S)[nH]c3c2)cc(OC)c1OC	3.9%	5
CC1CC(C)CN(S(=O)(=O)c2ccc(C(=O)NCc3ccco3)cc2)C1 (stereo unspecified)	3.3%	1
CCCCCn1c(N)c(C(=O)NCc2cccs2)c2nc3ccccc3nc21	-1.9%	4
Cc1nn(C)c2c(=O)c(=O)c2n(C)[nH]1	-4.1%	3

# More results
SMILES	M. tuberculosis GlmU	Mtb RmlCD inh
CSC1=NCCN1S(=O)(=O)c1ccc(C)cc1	-6.2%	-9
CCCC1CC(C)(C(=O)CSc2n[nH]c(-c3ccccc3)n2)OC1=O (stereo unspecified)	-4.2%	x
Cc1cc2nc(SCCN3CCCC3)[nH]c2cc1C	-4.1%	-6
O=c1cc(-c2ccccc2)nc2nc(SCc3ccccc3)[nH]n12	2.3%	10
O=C(c1ccc2snnc2c1)N1CCN(c2ccccc2)CC1	-4.9%	-3
O=C1NCCN1C(=O)C12CC3CC(CC(C3)C1)C2	-1.7%	-12
O=C(N/C(=C/c1ccccc1Cl)C(=O)N1CCCC1)c1ccccc1	4.1%	1
c1ccc(-c2nc(C3CCCCC3)c3sccc3n2)cc1	0.1%	x

# A second format for some results above:
# Values run as follows: M. tuberculosis GlmU	Mtb RmlCD inh
- Cc1cc2nc(SCCN3CCCC3)[nH]c2cc1C
→ -4.1%	-6
- O=c1cc(-c2ccccc2)nc2nc(SCc3ccccc3)[nH]n12
→ 2.3%	10
- O=C(c1ccc2snnc2c1)N1CCN(c2ccccc2)CC1
→ -4.9%	-3
- O=C1NCCN1C(=O)C12CC3CC(CC(C3)C1)C2
→ -1.7%	-12
- O=C(N/C(=C/c1ccccc1Cl)C(=O)N1CCCC1)c1ccccc1
→ 4.1%	1

# Next part
SMILES	M. tuberculosis GlmU	Mtb RmlCD inh
COc1c(O)cnn(-c2ccccc2)c1=O	1.2%	0
O=C(O)C1CCC(=O)N(C2CCCCC2)C1c1ccccc1Cl (stereo unspecified)	2.5%	-14
COc1ccc(CC2(CO)CCN(Cc3cccc(OC)c3OC)CC2)cc1	-1.8%	x
COC(=O)c1cc(C(=O)OC)cc(-n2c(C)cc(C(=O)CC#N)c2C)c1	-3.4%	9
COc1cc(/C=N/NC(=O)CCn2cnc(-c3ccccc3)c2-c2ccccc2)ccc1O	-0.1%	-1
CN1CCN(C(=O)c2ccc(N3CCCC3=O)cc2)CC1	0.6%	-8
CN(C)S(=O)(=O)c1cccc(NC(=O)CSc2nnnn2-c2ccccc2)c1	0.0%	32
Cn1ccc2cc(NC(=O)Nc3cccnc3)ccc21	-7.3%	x
O=C(CCCn1c(=S)[nH]c2ccsc2c1=O)Nc1ccc2c(c1)OCCO2	0.5%	-18
O=C(COC(=O)c1ccc(Br)cc1)NCc1ccc(F)cc1	3.6%	-9
CN(N)c1nc2ccccc2nc1C(F)(F)F	0.7%	7
c1ccc2c(c1)nc(-c1ccncc1)n1nnnc21	4.1%	0
CCCC(c1nnnn1C(C)(C)C)N1CCN(Cc2ccccc2OC)CC1 (stereo unspecified)	-0.7%	-2
COc1ccc2[nH]c(=O)c(CN(C(=O)c3cccnc3)c3cccc(C)c3)cc2c1	4.4%	20
Cc1nc2c(-c3ccc(F)cc3)c(C)nn2c(C)c1CCC(=O)NCCN1CCOCC1	-8.0%	-10
CCOC(=O)CN1C(=O)CN(c2ccc(C)c(C)c2)C1=O	0.8%	x
Cc1ccc(N2C(=O)C(F)(F)C2c2ccccc2)cc1 (stereo unspecified)	-8.7%	23
CC(=O)NC1C(=O)N(CCc2ccccc2)c2ccccc21 (stereo unspecified)	-3.1%	-9
O=C(CNC(=O)OCc1ccccc1)NCC(=O)Nc1ccc(Br)cc1C(=O)c1ccccc1	0.5%	-10
O=C(CS(=O)(=O)Cc1ccccc1)N1CCc2ccccc2C1	0.6%	-2
CCO[C@@H]1OC(C(=O)N2CCOCC2)=C[C@H](C(C)(C)C)[C@H]1CCCO	-1.8%	x
C#CCNC(=O)C1=C[C@H](c2ccc(C(F)(F)F)cc2)[C@@H](CCCO)[C@H](OCC)O1	1.4%	x
Cc1noc(C)c1COC(=O)CCCc1nc2ccccc2s1	5.6%	x
COc1ccc(N(C(=O)c2ccc(F)cc2)C2=CC3CCC(C2)N3C)cc1 (stereo unspecified)	-7.5%	5
Cc1ccc(-n2nc(C)c3c(-c4cccs4)c(C#N)c(N)nc32)cc1	2.4%	8
O=C(CN1C(=O)COc2ccccc21)c1cccc(Cl)c1	-3.2%	10
O=C(COc1ccccc1)N1CCN=C1SCc1ccccc1F	-0.6%	-2
C=CCOc1nc(-c2ccncc2)nc2ccccc12	-1.2%	3
CC1=NN(c2ccccc2)C(=O)/C1=C/c1c(O)n(-c2ccc(F)cc2)[nH]c1=O	8.0%	17
Cc1ccc(C)c(CN2C(=O)COc3ccc(C(=O)c4ccccc4C(=O)O)cc32)c1	-4.3%	x
O=C1C2C3c4ccccc4C(c4ccccc43)[C@@H]2C(=O)N1c1ccccn1 (stereo partly specified)	3.2%	10
CC(Nc1ccc2c(c1)OCCO2)C(=O)Nc1ccc2c(c1)OCO2 (stereo unspecified)	-0.1%	-11
O=C(CCC1CCCN(C(=O)C2=CCCC2)C1)N1CCN(c2ccccn2)CC1 (stereo unspecified)	6.5%	-9
CC1CCCC(C)N1C(=O)Cn1cnc2cc([N+](=O)[O-])ccc2c1=O (stereo unspecified)	3.5%	9
Cn1nnnc1SCC(=O)Nc1ccc(Cl)c(S(=O)(=O)N2CCOCC2)c1	-0.3%	-1
O=S(=O)(Nc1ccc(-n2cccc2)cc1)c1ccc(Cl)cc1Cl	5.3%	-2
CCC(C)(C)n1nnnc1C(c1cccc(C#N)c1)N1CCN(c2cccc(C)c2C)CC1 (stereo unspecified)	1.5%	-7
Cc1cc(C)c2cc(C(=O)Nc3ccc4c(c3)OCO4)[nH]c2c1	-2.6%	56
CC1CC(=O)Nc2cc([N+](=O)[O-])ccc2N1 (stereo unspecified)	0.1%	-13
O=[N+]([O-])c1ccc(N2CCCC2)c(F)c1Br	-0.4%	-3
CC1(C)C/C(=N\O)C(C(O)c2cccc([N+](=O)[O-])c2)C(C)(C)N1 (stereo unspecified)	4.3%	4
O=c1c2ccccc2nnn1CSc1nc2sc3c(c2c(=O)n1CC1CCCO1)CCC3 (stereo unspecified)	5.6%	x
CCCN(C(=O)CSc1nnnn1C)c1c(N)n(Cc2ccccc2)c(=O)[nH]c1=O	-2.4%	-10
COc1ccc2c(c1)sc(N)[n+]2Cc1cc(C)cc2cccnc12	-5.5%	-2
Cc1cc(C(=O)NC(Cc2ccccc2)C(=O)O)c(C)o1 (stereo unspecified)	1.7%	9
COc1cc(NC(=O)c2cc(Cl)ccc2Cl)ccc1-c1cc2ccccc2oc1=O	3.0%	26
CC1CCCN(CCOCCOc2ccccc2-c2ccccc2)C1 (stereo unspecified)	1.4%	x
Cc1cc(C(F)(F)F)c2sc(N)nc2n1	-1.8%	x

# Quoted at random: three compounds from above, in no set order.
SMILES	M. tuberculosis GlmU	Mtb RmlCD inh
COc1ccc2c(c1)sc(N)[n+]2Cc1cc(C)cc2cccnc12	-5.5%	-2
O=c1c2ccccc2nnn1CSc1nc2sc3c(c2c(=O)n1CC1CCCO1)CCC3 (stereo unspecified)	5.6%	x
CCCN(C(=O)CSc1nnnn1C)c1c(N)n(Cc2ccccc2)c(=O)[nH]c1=O	-2.4%	-10

# (cont.)
SMILES	M. tuberculosis GlmU	Mtb RmlCD inh
CCCCC(=O)NC(=S)Nc1ccc(NC(=O)C(C)C)c(OC)c1	3.5%	0
CC(=O)Cc1ccc(OC(C)C)cc1	-2.6%	-10
Cc1cccnc1NC(=S)NC(=O)/C=C/c1ccccc1	-8.5%	-10
O=C(CCC(=O)N1CCN(S(=O)(=O)c2ccc(Cl)cc2)CC1)Nc1ccc(Cl)cc1Cl	-1.4%	4
COc1ccc(S(=O)(=O)NC(CC(=O)N2CCC3(CC2)OCCO3)c2ccco2)cc1 (stereo unspecified)	5.7%	-4
COc1ccc(-c2nc(N/N=C(\C)c3ccc(O)cc3)c3ccccc3n2)cc1	3.8%	-6
Cn1cc(CNC(=O)/C=C/c2ccc(Cl)cc2)cn1	-3.2%	-4
COc1ccc(/C=N/Nc2nonc2N)cc1	1.4%	1
CC(NC(=O)c1ccccc1Cl)C1COc2ccccc2O1 (stereo unspecified)	-1.6%	x
Cn1c(O)c(N=NC(=S)Nc2ccccc2F)c2cc(S(=O)(=O)N3CCOCC3)ccc21	-2.9%	-11
COc1ccc(C=NCCCN2CCOCC2)cc1	-4.2%	3
O=C(CCCn1c(=O)[nH]c2cc(Cl)ccc2c1=O)N1CCN(c2ccc([N+](=O)[O-])cc2)CC1	-3.3%	x
Cc1cc(C)n(-c2nc3ccccc3nc2N2CCCC2)n1	4.0%	x
CN(c1ccc(C(=O)Nc2cccnc2)cc1)S(C)(=O)=O	8.5%	x

# For convenience, part of the list above.
SMILES	M. tuberculosis GlmU	Mtb RmlCD inh
Cn1c(O)c(N=NC(=S)Nc2ccccc2F)c2cc(S(=O)(=O)N3CCOCC3)ccc21	-2.9%	-11
COc1ccc(C=NCCCN2CCOCC2)cc1	-4.2%	3
O=C(CCCn1c(=O)[nH]c2cc(Cl)ccc2c1=O)N1CCN(c2ccc([N+](=O)[O-])cc2)CC1	-3.3%	x
Cc1cc(C)n(-c2nc3ccccc3nc2N2CCCC2)n1	4.0%	x
